High-throughput results deposited in PubChem BioAssay by several laboratories.
MT stabilize HCS – microtubule stabilizers in HeLa cells, primary screen, imaging, high-content imaging; HeLa tubulin immunostaining HCS, 24 h; share of cells brighter than vehicle mean+2SD; % tubulin-high responders, % at 10 µM; actives 0.83% (n = 200,000); AID 2205, 2009;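 active = plate Z-score above 3 for both tubulin-high and condensed-nucleus cell shares, with cell loss under 80%, at 10 µM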;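 also: anti alpha tubulin signal scored within the nucleus-defined area of each cell; some results filed as inactive read as strong as hits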
PMI inhibition – human PMI inhibitors, high substrate, primary screen, biochemical, fluorescence intensity, high mannose 6-phosphate (AID 1220); Mannose-6-phosphate isomerase (Homo sapiens); recombinant PMI enzyme, coupled fluorescence intensity; higher % means a stronger effect; inhibition, % at 20 µM; hits with a dose series show IC50 in µM; actives 0.66% (n = 190,000)
b-catenin transl – modulators of beta-catenin nuclear translocation, primary screen, imaging, HeLa cells, immunofluorescence, high-content; nuclear translocation activity, % at 5 µM; actives 0.3% (n = 190,000); AID 1665, 2009;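 active = nuclear translocation activity above 50% at 5 µM, with a well cell count of 50 or more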;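 also: per-cell ratio of nuclear to cytoplasmic median beta-catenin stain intensity; plate controls were DMSO negative control for no effect and GSK-3 inhibitor IX positive control for full effect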
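Test system: human HeLa cells, endogenous beta-catenin. Times: 24 h compound exposure, 37°C. Measured by: beta-catenin immunofluorescence imaging with DAPI.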
Ins promoter up – insulin promoter activators in MIN6 cells, imaging, high-content screening, mouse beta cells; MIN6 insulin promoter-GFP reporter; hits give high values; z-score at 5 µM; actives 0.3% (n = 190,000);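 active = z-score above 3 at 5 µM with at least 500 cells counted in the well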
Autophagy mod – autophagy modulators in MEF cells, primary screen, imaging, high-content, MEF GFP-LC3 | MEF GFP-LC3 puncta imaging; test concentration mostly 10 µM | actives 0.98% (n = 190,000) | calls only at 10 µM (by protocol);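 active = percentage of spot-positive cells more than 3 SD above its plate mean, without a fluorescence outlier flag or 80% toxicity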;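 also: spot-positive cell cutoff set from DMSO-treated cells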
Dynein cargo inh – inhibitors of GR-EGFP nuclear translocation, primary screen, dynein cargo transport inhibitor project, imaging, high-content, 3617.4 mouse cells; test concentration mostly 20 µM; stimulated with dexamethasone, 1 µM; hits give low values; z-score, hits read low; actives 0.47% (n = 220,000); AID 1381, 2008;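 active = plate z-score of nuclear minus cytoplasmic receptor signal below a set negative limit, without overly bright fluorescence or cell loss, cut at about -3.5 in these data, passing the limit was not always enough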;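 also: z-score of nuclear minus cytoplasmic ring GR-EGFP intensity difference per well; some compounds called inactive have numbers as strong as hits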
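Also added – dexamethasone, 1.0 µM final · Buffer or medium – tet-free, stripped-serum medium · Schedule – induction 48 h, compound 1 h, agonist 30 min · Detection – formaldehyde fixation, Hoechst nuclear stain, 10x automated fluorescence imaging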
Yfh1-off respiration – enhancers of respiration in Yfh1-depleted yeast, dose response, Friedreich's ataxia, plus single-dose screen (AID 1465); S. cerevisiae Yfh1-off respiration, WST-1 reduction, 72 h; higher fold induction means a stronger effect; fold induction at 50 µM, or EC50 in µM where a hit was titrated; actives 0.074% (n = 220,000);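 active = fold induction of absorbance versus untreated yeast above a set limit, then at least 30% activation at any dose in follow-up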;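 also: activators that raise dye reduction in frataxin-depleted yeast; strong numbers were not always called active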
PMI inhibitors – inhibitors of human PMI, primary screen, biochemical, fluorescence intensity, coupled assay (AID 1209). purified PMI enzyme, coupled fluorescence intensity; higher % means a stronger effect. one-dose inhibition, % at 20 µM; IC50 in µM for titrated hits. actives 0.42% (n = 190,000);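 also: plate controls were DMSO vehicle for no effect and wells lacking substrate for full effect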
WT yeast gro inh – growth inhibition of WT strain, primary screen, mitochondrial fusion inhibitor project, WT and mutant strains, chemical genetic | mitochondrial fusion phenotypic screen | inhibition, % at 10 µM | actives 2.1% (n = 190,000) | AID 1362, 2008; in the data active = inhibition above about 58%; tested in S. cerevisiae
WT yeast gro inh mutant strain – also measured in WT yeast gro inh; calls as there; inhibition, %; mitochondrial fusion phenotypic screen, mutant strain inhibition
Dynein cargo inh cytoplasmic EGFP – further read-out of Dynein cargo inh, marked with its call; z-score; measured here: cytoplasmic GR-EGFP intensity; hits give high values
Dynein cargo inh nuclear GR-EGFP – second read-out of Dynein cargo inh, no call of its own (marks repeat the call); z-score; measured here: nuclear GR-EGFP intensity;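 lower value marks the stronger effect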
Dynein cargo inh cell count – recorded beside Dynein cargo inh, whose call it bears; z-score; measured here: cell count per field
Ins promoter up cell count – also measured in Ins promoter up; calls as there; cell count; measured here: cytotoxicity, nuclei count;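 total cells summed across four imaged fields per well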
b-catenin transl cell count 5 µM – further read-out of b-catenin transl, marked with its call; cell count; measured here: cell count, cytotoxicity flag
MT stabilize HCS Hoechst-high % – second read-out of MT stabilize HCS, no call of its own (marks repeat the call); % Hoechst-high responders; measured here: nuclear condensation Hoechst responders;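 share of cells brighter than vehicle mean plus two SD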
MT stabilize HCS cytotoxicity % – second read-out of MT stabilize HCS, no call of its own (marks repeat the call); toxicity, %; measured here: cytotoxicity by cell density;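 0% = mean cell density of plate MIN control wells and 100% = no cells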
Autophagy mod cell loss 18 h – recorded beside Autophagy mod, whose call it bears; toxicity, %; measured here: cell loss, nuclei count;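 cell loss after 18 h compound exposure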
Starred values were filed as active, the others as inactive; i = inactive; / = not tested or not shown. Rule as the data show it, unless noted: active = inhibition above about 50%; inactive = the rest.

Start of the data: the first two entries, to show the layout:
Results follow in this order: b-catenin transl	MT stabilize HCS Hoechst-high %	MT stabilize HCS cytotoxicity %	PMI inhibitors	Dynein cargo inh	WT yeast gro inh mutant strain	PMI inhibition	Dynein cargo inh cell count	Autophagy mod cell loss 18 h	b-catenin transl cell count 5 µM	Ins promoter up cell count	Dynein cargo inh nuclear GR-EGFP	Yfh1-off respiration	MT stabilize HCS	Dynein cargo inh cytoplasmic EGFP	WT yeast gro inh	Ins promoter up	Autophagy mod
CCc1nnc(NC(=O)CSc2nnc(-c3ccncc3)n2C)s1
    2.9	2.8	7.9	-1%	0.65	10	-4%	-0.079	38	1228	987	0.35	i	4.3	-0.21	9	0.22	i
COc1ccc(OC)c(CNC(=O)Cc2c(C(=O)O)[nH]c3ccccc23)c1
    -1.8	2.3	8.9	4%	0.56	-9	7%	-1.3	6	1471	1592	1.1	i	3.9	0.048	6	1.6	i

The listing, repeating the preview:
Results follow in this order: b-catenin transl	MT stabilize HCS Hoechst-high %	MT stabilize HCS cytotoxicity %	PMI inhibitors	Dynein cargo inh	WT yeast gro inh mutant strain	PMI inhibition	Dynein cargo inh cell count	Autophagy mod cell loss 18 h	b-catenin transl cell count 5 µM	Ins promoter up cell count	Dynein cargo inh nuclear GR-EGFP	Yfh1-off respiration	MT stabilize HCS	Dynein cargo inh cytoplasmic EGFP	WT yeast gro inh	Ins promoter up	Autophagy mod
CCc1nnc(NC(=O)CSc2nnc(-c3ccncc3)n2C)s1
    2.9	2.8	7.9	-1%	0.65	10	-4%	-0.079	38	1228	987	0.35	i	4.3	-0.21	9	0.22	i
COc1ccc(OC)c(CNC(=O)Cc2c(C(=O)O)[nH]c3ccccc23)c1
    -1.8	2.3	8.9	4%	0.56	-9	7%	-1.3	6	1471	1592	1.1	i	3.9	0.048	6	1.6	i
CCOC(=O)c1sc(NC(=O)COC(=O)CNC(=O)c2ccco2)c(C(=O)OCC)c1C
    -3.0	3.0	7.7	12%	0.24	-5	14%	0.026	15	564	1357	0.17	i	2.1	-0.25	8	-0.31	i
CC(C)(C)c1ccccc1OCCOCCN1CCCCCC1
    -3.9	0.9	4.2	5%	-0.61	63*	6%	-0.059	23	1145	1622	0.4	i	1.4	-0.28	68*	-1	i
Cn1c(=O)c2c(ncn2Cc2ccc(Cl)c(Cl)c2)n(C)c1=O
    /	2.3	4.8	2%	-0.9	-20	0%	1.3	6	/	/	-0.43	i	3.1	-0.29	-8	/	i
CCOC(=O)CC1=C(C(=O)OCC)C(c2cc(OC)c(OC)cc2OC)C(C#N)=C(N)O1 (stereo unspecified)
    /	1.6	1.2	18%	-0.4	-3	15%	1.3	-2	/	1371	0.36	i	4.1	0.045	-17	-1.1	i
Cc1cccc(NC(=O)c2ccc([N+](=O)[O-])o2)c1C
    -0.8	2.1	9.4	-14%	-0.49	15	-10%	0.67	11	1097	1153	-0.37	i	5.0	-0.077	1	-0.78	i
C=CCNC(=O)c1cc(=O)c2ccccc2o1
    -1.9	3.0	9.2	3%	-0.69	/	3%	-0.06	15	1387	1617	0.17	i	2.3	-0.099	/	-0.12	i
NC(Cc1ccc(OC(F)F)cc1)C(=O)O (stereo unspecified)
    1.5	/	/	/	0.24	/	/	0.0033	/	1302	1496	0.025	i	/	-0.19	/	-0.18	/
CCOC(=O)c1ccccc1NC(=O)Cn1c(=O)n(Cc2ccccc2)c(=O)c2c(C)c(C)sc21
    -0.3	2.0	3.8	8%	-0.26	-20	2%	0.051	3	1079	1478	-0.37	i	4.2	-0.24	14	-0.17	i
CNC(=S)Nc1ccc(N2CCN(c3ccc(C(F)(F)F)cn3)CC2)nc1
    -0.7	/	/	/	0.68	/	/	-0.45	/	1091	1272	0.4	i	/	-0.11	/	-0.91	/
Cc1cc2occ(CC(=O)OCC(=O)Nc3sc4c(c3C#N)CCC(C)C4)c2cc1C (stereo unspecified)
    -4.0	3.0	3.6	16%	-0.87	-17	9%	0.24	1	612	1171	0.35	i	3.9	-0.19	9	0.08	i
Cc1ccc(C)c(SCC(=O)OCC(=O)c2ccco2)c1
    -6.4	2.1	5.3	14%	-0.15	-5	2%	0.077	15	798	1394	0.076	i	3.4	-0.32	1	-0.5	i
CCOC(=O)c1cc(-c2ccccc2)sc1NC(=O)CN1C(=O)NC(CC)(c2ccc(F)cc2)C1=O (stereo unspecified)
    0.3	1.7	7.9	19%	0.07	13	11%	0.16	-10	1164	825	0.38	i	1.5	-0.19	6	-0.2	i
COc1ccc(Nc2nccc3c2nnn3C)cc1
    -2.0	3.3	10	-7%	3.4	20	-2%	-1.9	7	987	/	1.8	i	6.1	-0.078	24	/	i
COc1cccc(C2C(C(=O)c3ccc(C)o3)=C(O)C(=O)N2CCCN(C)C)c1 (stereo unspecified)
    /	3.0	24	/	0.084	-1	/	-0.61	-10	/	/	0.01	/	2.0	-0.22	10	/	i
CC1CCN(c2c(NCC3CCC(C(=O)NCCc4ccc(Cl)cc4)CC3)c(=O)c2=O)CC1 (stereo unspecified)
    -0.5	/	/	/	-0.07	/	/	0.44	/	1343	1000	0.4	i	/	-0.26	/	0.14	/
Cc1ccc(S(=O)(=O)N2CCC(=O)N(C(COC(=O)Nc3ccccc3)Cc3ccccc3)CC2)cc1 (stereo unspecified)
    -2.7	2.8	1.4	2%	0.61	-19	2%	0.58	-15	582	1200	0.59	i	3.8	-0.27	17	-0.57	i
Cc1ccc(C(=O)NN(CCC#N)C2=NS(=O)(=O)c3ccccc32)cc1
    0.1	2.5	0.3	/	-0.48	0	/	1.1	7	1517	/	0.12	i	2.1	-0.38	2	/	i
C=CC1C(N2CCOCC2)C(C)(C)S1(=O)=O (stereo unspecified)
    -6.3	1.7	3.3	-4%	0.14	0	-2%	0.27	12	1047	1112	0.44	i	3.3	-0.23	11	-0.57	i
Nc1nc(Nc2ccccc2F)nc(NCc2ccccc2)c1[N+](=O)[O-]
    -0.6	/	/	/	0.91	/	/	-0.58	/	1338	1098	0.75	i	/	1.3	/	-0.64	/
CC1CC(=O)N(C)c2ccc([N+](=O)[O-])cc2N1 (stereo unspecified)
    0.5	1.7	6.6	15%	-0.39	-5	10%	0.63	-12	1094	1329	-0.42	i	2.0	-0.3	-15	0.13	i
N#Cc1nc(COc2ccc(F)cc2)oc1N1CCCC1
    -0.8	1.8	14	2%	0.064	3	-2%	0.004	0	1152	1265	0.45	i	2.3	-0.18	-14	-0.41	i
COC(=O)CCc1c(C)nn(-c2ccccc2)c1C
    -4.3	2.3	11	14%	1.1	17	7%	-0.42	19	1107	716	0.51	i	4.6	-0.2	17	1.5	i
COc1cc(C(=O)NCCc2c[nH]c3ccccc23)ccc1OCc1c(C)noc1C
    -0.7	3.4	4.8	1%	0.54	-6	-6%	-1	-2	1013	1152	0.57	i	4.5	-0.24	-9	-0.71	i
O=C(NCCc1ccccc1)/C(=C/c1ccco1)c1ccccc1
    -1.2	3.2	9.2	-4%	2.6	-16	-2%	-2.5	0	934	2313	3.5	i	4.7	0.23	12	-0.13	i
CCOc1ccccc1NC(=O)C1CCN(S(=O)(=O)c2ccc(OC)c(OC)c2)CC1
    -3.2	4.3	7.6	6%	0.012	-6	13%	0.76	0	1000	/	0.15	i	2.9	-0.095	-4	/	i
COc1ccc(Cl)cc1C(=O)NNC(=O)CSc1nnnn1C
    -1.2	2.3	4.6	-12%	-0.075	-5	-4%	1.2	-7	1092	1305	0.0028	i	2.6	-0.23	3	-0.79	i
CCc1ccc(NC(=S)N(Cc2cccc(Br)c2)CC2CCC(C(=O)O)CC2)cc1 (stereo unspecified)
    1.0	1.6	0.2	2%	-0.43	-1	1%	0.15	2	1073	1258	0.15	i	1.6	-0.28	48	-0.22	i
Cc1ccccc1-c1nnc(NC(=O)CSc2nc3ccccc3s2)s1
    1.9	2.0	5.9	14%	-0.055	-27	12%	-0.71	26	511	1312	0.89	i	2.6	-0.16	2	1.8	i
CCOc1ccccc1CN1C(=O)c2ccccc2C1C(=O)NCC1CCCO1 (stereo unspecified)
    1.4	2.6	4.9	13%	-0.89	12	6%	0.36	-9	1100	/	-0.67	i	4.5	-0.15	8	/	i
Cc1ccc(N2CC(C(=O)NC3=NCCS3)CC2=O)cc1C (stereo unspecified)
    -3.4	1.2	9.3	-4%	2.7	-8	-3%	-2.8	0	1383	1170	2.9	i	3.7	0.28	3	-0.04	i
CCCCCCOc1ccc(OCC(O)CN2C(=O)NC(C)(C)C2=O)cc1 (stereo unspecified)
    -1.0	1.5	11	1%	-0.68	1	-8%	0.48	-10	1107	840	-0.035	i	1.7	-0.21	10	0.23	i
CCN(CC)S(=O)(=O)c1ccc(C(=O)NCCN(C)C)cc1
    0.3	0.7	5.6	5%	1.5	-8	11%	-1.4	3	1521	1464	0.75	i	2.8	-0.33	-18	-0.26	i
O=C(Nc1ccc2c(c1)OCCO2)c1ccc(S(=O)(=O)N2CCCCC2)cc1
    0.8	3.1	8.9	11%	-0.21	3	13%	0.85	-3	1172	1228	0.33	i	2.5	-0.23	-7	-0.57	i
CSc1ccc(Cl)c(C(=O)Nc2nccs2)c1
    0.9	/	/	/	-0.27	/	/	0.32	/	1254	1059	0.32	i	/	-0.19	/	0.44	/
CCN(CC)c1nc(N)nc(N(c2ccccc2)c2ccccc2)n1
    /	5.3	9.5	0%	-0.087	-1	-6%	-0.23	6	/	907	0.24	i	2.9	-0.17	5	0.07	i
COC(=O)c1ccc2c(c1)NC(=O)C(N1CCCCC1)S2 (stereo unspecified)
    -2.2	2.0	3.6	0%	0.37	13	-2%	-0.13	-9	1015	1219	0.48	i	4.9	-0.062	-40	-1.9	i
